Screens as filed in PubChem BioAssay.
ELG1 DNA repair: ELG1-dependent DNA repair inhibition | HEK293T ELG1-luciferase reporter, luminescence, 16 h; DNA damage induced by 5-fluorouridine | Potency, µM (series often up to 46.1 µM), for inactives: top-dose activity change, negative = inhibition, most hits filed as inhibitors | 330,000 compounds, 2.3% hits | AID 504467; further: potency means the concentration at half of the fitted maximal effect; on the % scale 0 is the no-effect control and ±100 the full control effect; nearly all actives have a fitted effect of over 55% in size
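HEK293T cells expressing luciferase-tagged ELG1 (2,000/well) received 5-Fluorouridine plus compound or DMSO for 16 hr at 37 °C. Luciferase was read by ONE-Glo luminescence after 30 min at room temperature.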
RORgamma inh: blocks mouse ROR gamma transcriptional activity; 310,000 compounds, 5.4% hits; Drosophila S2 Gal4-RORgamma UAS-luciferase reporter, 20 h; Potency, µM (titrated, usually from 53.6 µM), inactives show at the highest dose activity change, negative = inhibition, actives largely listed as inhibitors; AID 2551; further: potency means the concentration at half of the fitted maximal effect; on the % scale 0 is the no-effect control and ±100 the full control effect; nearly all actives have a fitted effect of over 60% in size
Target sequence (P51450 whole entry, looked up, the tested form may be a part): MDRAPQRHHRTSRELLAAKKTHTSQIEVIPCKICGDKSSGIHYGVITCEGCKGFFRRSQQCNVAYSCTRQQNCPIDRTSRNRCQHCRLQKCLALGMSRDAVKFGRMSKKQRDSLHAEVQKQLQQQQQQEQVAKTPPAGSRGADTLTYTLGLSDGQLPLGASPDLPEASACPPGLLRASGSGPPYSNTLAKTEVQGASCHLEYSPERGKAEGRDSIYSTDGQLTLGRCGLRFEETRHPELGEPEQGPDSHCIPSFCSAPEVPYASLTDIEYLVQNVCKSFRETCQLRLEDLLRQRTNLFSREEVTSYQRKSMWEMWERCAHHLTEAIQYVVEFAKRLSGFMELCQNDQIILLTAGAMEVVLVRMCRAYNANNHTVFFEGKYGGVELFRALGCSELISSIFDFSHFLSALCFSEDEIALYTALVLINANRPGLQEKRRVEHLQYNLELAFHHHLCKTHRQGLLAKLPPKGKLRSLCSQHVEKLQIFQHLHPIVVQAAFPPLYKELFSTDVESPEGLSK
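Using a luciferase readout, inhibitors were identified by reduced reporter activity in Drosophila cells coexpressing a copper-inducible Gal4–ROR gamma fusion and UAS-driven Photinus luciferase, incubated 20 hr after 700 uM copper sulfate.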
FLuc counter: firefly luciferase modulation, counter-screen for miR-21 project. 360,000 compounds, 6.9% hits. purified FLuc, Km substrates, luminescence inhibition. Potency, µM (series often up to 57.5 µM), for inactives: at the highest dose activity change, negative = inhibition, most hits filed as inhibitors. P08659;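 further: potency means the concentration at half of the fitted maximal effect; plate controls were vehicle for no effect and reference inhibitor for full effect; nearly all actives have a fitted effect of over 55% in size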
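Biochemical qHTS of compounds, final roughly 60 µM downward over six points, against 10 nM purified firefly luciferase using Km concentrations of substrates (10 uM D-luciferin, 10 uM ATP) in Tris acetate pH 7.5 buffer; luminescence output.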
NPC1 prom act: activates the NPC1 promoter | Potency, µM (series often up to 9.22 µM), inactives show at the top dose activation, hits mostly activators | 320,000 compounds, 2.4% hits | Huh7 NPC1 promoter luciferase reporter, 24 h;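 further: potency means the concentration at half of the fitted maximal effect; % of control where 0% means no effect; nearly all actives have a fitted effect of over 60% in size; reporter is driven by a mutant NPC1 promoter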
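Stable NPC1-promoter luciferase Huh7 line; cpd (DMSO) 24 h, 37 °C, 5% CO2; Amplite luciferase reagent 10 min RT; luminescence readout. qHTS format.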
Rab9 prom act: activates the Rab9 promoter. 320,000 compounds, 2.8% hits. Huh7 Rab9 promoter-luciferase reporter, luminescence, 24 h. Potency, µM (doses to about 9.22 µM), inactives show at the top dose activation, negative = inhibition, usual class: activators; further: potency means the concentration at half of the fitted maximal effect; % of control where 0% means no effect; nearly all actives have a fitted effect of over 60% in size
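Cell-based reporter: Huh7 stable for Rab9 promoter-driven luciferase, plated in reduced-serum medium with 10% FBS at 1500 cells/well, compound-treated 24 h at 37 °C, luminescence read after 10 min reagent.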
Menin MLL FP TR: inhibitors of human menin-MLL interaction, mutant MLL peptide; O00255; Menin + Texas Red MLL mutant peptide, fluorescence polarization; Potency, µM (doses to about 61.6 µM), for the others: at the top dose FP activity change, negative = inhibition, most hits filed as inhibitors; 270,000 compounds, 0.23% hits; active means well fitted inhibition curve with a large enough effect in the polarisation, with a control signal flat, not every such curve was filed as active; inconclusive means small, poorly fitted or top-dose-only effect, or effect the other way, or a change in a side signal; inactive means no such curve, though single readings can be large or run the other way; the % refers to the polarisation; further: potency means the concentration at half of the fitted maximal effect; % of control where 0% means no effect; many of its hits are not listed in these tables
Mito fusion act: mitochondrial division inhibition or fusion activation; S. cerevisiae fusion-defective mutant growth rescue, CellTiterGlo 48 h; Potency, µM (series often up to 46.1 µM), without a hit: at the top dose growth rescue (activation), most hits filed as activators; 320,000 compounds, 0.23% hits;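 further: potency means the concentration at half of the fitted maximal effect; % of control where 0% means no effect; nearly all actives have a fitted effect of over 45% in size; temperature-sensitive fusion mutants such as fzo1-1 at 37 °C on non-fermentable ethanol glycerol medium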
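Read-out: ATP-based luminescence (CellTiterGlo, 10 min ambient) reporting growth of fusion-defective ts yeast after 48 hours at 37C on glycerol/ethanol YPEG medium in the presence of compound.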
Gal4-VP16 FLuc: Gal4-VP16 reporter inhibition counter-screen; Drosophila S2 Gal4-VP16 UAS-luciferase, luminescence, 20 h; Potency, µM (top dose mostly 53.6 µM), without a hit: top-dose activity, negative = inhibition, hits mostly inhibitors; 310,000 compounds, 3.5% hits;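 further: Gal4-VP16 expression switched on by copper sulfate through the metallothionein promoter; potency means the concentration at half of the fitted maximal effect; on the % scale 0 is the no-effect control and ±100 the full control effect; nearly all actives have a fitted effect of over 50% in size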
PKM2 activator: increases activity of human pyruvate kinase M2; AID 1631; 260,000 compounds, 0.34% hits; purified PKM2, Kinase-Glo ATP luminescence, activation; response scale: 0% is enzyme alone, no compound; Potency, µM (top dose mostly 57.5 µM), for inactives: at the highest dose activation, usual class: activators; further: potency means the concentration at half of the fitted maximal effect; on the % scale 0 is the no-effect control and ±100 the full control effect; nearly all actives have a fitted effect of over 55% in size
Target sequence (P14618 whole entry, looked up): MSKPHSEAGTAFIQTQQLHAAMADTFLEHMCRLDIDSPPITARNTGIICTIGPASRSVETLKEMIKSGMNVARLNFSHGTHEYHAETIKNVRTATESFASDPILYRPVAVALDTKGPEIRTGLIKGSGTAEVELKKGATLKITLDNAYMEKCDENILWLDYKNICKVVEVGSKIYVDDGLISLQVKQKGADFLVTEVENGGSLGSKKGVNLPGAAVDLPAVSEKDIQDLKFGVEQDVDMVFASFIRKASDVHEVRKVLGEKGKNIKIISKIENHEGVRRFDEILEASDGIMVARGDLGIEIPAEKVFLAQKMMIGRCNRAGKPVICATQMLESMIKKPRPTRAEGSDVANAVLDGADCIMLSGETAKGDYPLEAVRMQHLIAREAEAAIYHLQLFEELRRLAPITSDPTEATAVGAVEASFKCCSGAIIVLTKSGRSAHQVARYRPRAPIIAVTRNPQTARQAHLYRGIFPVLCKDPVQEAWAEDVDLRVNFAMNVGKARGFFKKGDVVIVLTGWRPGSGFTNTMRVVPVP
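Purified hPK-M2 (>95%) run at intermediate activity with 0.1 mM ADP and 0.5 mM PEP in 50 mM imidazole pH 7.2, KCl, MgCl2; 1 h room temperature. ATP formed read by Kinase-Glo luminescence; normalized to uninhibited and no-enzyme controls.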
MBNL1-CUG inh: MBNL1-poly(CUG) RNA binding inhibition; Q9NR56; TR-FRET MBNL1-His/biotin-(CUG)12 binding, 665/545 ratio; Potency, µM (doses to about 57.5 µM), inactives show top-dose activity change, negative = inhibition, most hits filed as inhibitors; 280,000 compounds, 0.036% hits; active means well fitted inhibition curve with a large enough effect in the signal ratio, with a control signal flat, not every such curve was filed as active; inconclusive means small, poorly fitted or top-dose-only effect, or effect the other way, or a change in a side signal; inactive means no such curve, though single readings can be large or run the other way; the % refers to the signal ratio; further: potency means the concentration at half of the fitted maximal effect; on the % scale 0 is the no-effect control and ±100 the full control effect
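His-tagged MBNL1 binding to biotinylated (CUG)12 RNA was measured by TR-FRET using terbium anti-His antibody (0.055 ng/ul final) and streptavidin-XL665 (5 nM final). Compounds were titrated 92 nM to 58 uM; 60 min at room temperature.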
KCNH2 3.1 block: blocks the human KCNH2 3.1 channel isoform; U2OS KCNH2 3.1, thallium flux FluxOr; hits give low values; activity change, % (tested at about 1.8 µM); 340,000 compounds, 0.95% hits; AID 720553;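 active means maximum activity change below -70%; inconclusive means maximum activity change from -70% to -50%; inactive means maximum activity change above -50%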;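 further: thallium influx rate constant from kinetic fluorescence after stimulation buffer; on the % scale 0 is the no-effect control and ±100 the full control effect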
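Thallium flux via FluxOr fluorescence (Red40 quencher, 45 min loading) in U2OS cells virally expressing the KCNH2 3.1 isoform (1.77 x 10^8 /mL virus, overnight at 37 C). Rate constants from 2-min kinetic reads post-stimulation, normalised to positive and negative controls.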
* marks the source's active call; other numbers are inactive results; u = inconclusive; x = not tested or not shown; [ ] = dose if it differs, or a comment. Unless noted, the call rests on the fitted dose curve; in most records, active means well fitted curve in the direction sought with a large enough effect; inconclusive means small, poorly fitted or top-dose-only effect, or another doubt; inactive means no such curve, though single readings can be large; an effect the other way counts as inactive or inconclusive. The list is partial. The share of hits here may be higher or lower than overall.

SMILES	ELG1 DNA repair	RORgamma inh	FLuc counter	NPC1 prom act	Rab9 prom act	Menin MLL FP TR	Mito fusion act	Gal4-VP16 FLuc	PKM2 activator	MBNL1-CUG inh	KCNH2 3.1 block
CCCS(=O)(=O)Nc1cccc(-c2ccc3nnc(C)n3n2)c1	u	u	1%	-9%	-1%	-17%	0%	-15%	0%	17%	-6
Cc1ccc(C(=O)OCC(=O)N(C)C2CCS(=O)(=O)C2)cc1[N+](=O)[O-] (stereo not given)	14%	2%	-2%	5%	9%	7%	2%	2%	-3%	u	3
O=C(Cn1cnc2c(nnn2Cc2ccc(F)cc2)c1=O)OCc1ccccc1	u	-3%	3%	-1%	-1%	-5%	-1%	-4%	0%	-12%	2
CCOC(=O)C1CCCN(c2c(NCCc3ccc(C)cc3)c(=O)c2=O)C1 (stereo not given)	u	11%	4%	-2%	-4%	x	2%	3%	-2%	-4%	32
CCOC(=O)c1[nH]ncc1[C@@H]1C[C@H]2CN(Cc3cccc(Cl)c3)C(=O)[C@]23CCCN13	-4%	-5%	-2%	-5%	0%	x	5%	-1%	-1%	-2%	-8
CSCCC(NS(=O)(=O)c1ccc(C)c(C(=O)O)c1)C(=O)O (stereo not given)	16%	5%	-12%	-12%	-1%	5%	-11%	-9%	8%	x	4
N/C(=N\OC(=O)c1ccc([N+](=O)[O-])cc1)c1ccc(Br)cc1	u	2%	u	8%	3%	4%	0%	-3%	-9%	10%	12
Cc1sc2c(c1C)c(=O)n(-c1cccc(C(F)(F)F)c1)c(=O)n2CC(=O)NCc1ccco1	-1%	3%	6%	-4%	0%	-21%	0%	-2%	-1%	1%	-9
COCCCNc1nc2ccccc2nc1NS(=O)(=O)c1ccc(F)cc1	-9%	9%	0%	3%	-3%	3%	16%	8%	x	-6%	0
CCN1CCN(c2nc(C)c3c(n2)CCCC3=O)CC1	-7%	2%	3%	1%	-3%	4%	-2%	2%	-1%	-3%	1
COc1ccc(N2CCN(C(=O)NCc3ccc(OC)c(Cl)c3)CC2)cc1	-3%	3%	-2%	-1%	2%	10%	-12%	-1%	-3%	4%	-8
CC1CCN(C(=O)COC(=O)C(C)N2C(=O)c3ccccc3C2=O)CC1 (stereo not given)	8%	x	2%	-2%	-2%	x	-1%	x	x	x	4
COC(=O)COc1ccc(Oc2nc(SC)nc(N(C)C)n2)nn1	-2%	-37%	6%	-3%	1%	-4%	-2%	3%	2%	17%	4
CCCCCC(=O)Nc1ccccc1N1CCOCC1	-7%	4%	-1%	-2%	-8%	5%	2%	-9%	7%	-17%	-10
COc1ccc(NC2CCCN(C(=O)c3ccc4nccnc4c3)C2)cc1OC (stereo not given)	1%	-11%	0%	-4%	0%	x	1%	-5%	-5%	15%	7
O=C1OCCC1Sc1nc2ccccc2c(=O)n1-c1ccc(F)cc1 (stereo not given)	14%	u	2%	2%	-10%	-28%	-13%	-1%	-3%	4%	0
O=C1/C(=C/c2ccccc2F)SC(=S)N1CCC(=O)N1CCCCC1CCO (stereo not given)	-8%	-21%	u	-7%	-12%	x	25%	-3%	x	u	10
COc1cc(NC(=O)c2cc([N+](=O)[O-])ccc2NC(=O)CN2CCN(c3ccccn3)CC2)cc(OC)c1	u	-23%	0%	2%	2%	x	-1%	2%	1%	1%	u
O=C(NCc1ccccc1F)C1CCCN(C(=O)Nc2ccc(F)cc2)C1 (stereo not given)	u	1%	1%	-3%	4%	-13%	-5%	-11%	1%	-5%	-3
COc1ccc(/C=N/NC(=O)c2ccc(COc3ccccc3Cl)o2)c(OC)c1C	-12%	u	3%	-6%	-7%	2%	-3%	u	-4%	x	-23
O=S(=O)(N/N=C1\CC(c2ccccc2)Oc2ccccc21)c1ccccc1 (stereo not given)	0%	38%	-10%	0%	-7%	u	-1%	-12%	9%	-6%	-4
CC(=O)c1nn(-c2cccc(Br)c2)cc1C(=O)c1ccco1	23%	13%	3%	5%	0%	-1%	-2%	-2%	0%	13%	-9
O=C(Cn1c(=O)cnc2ccccc21)Nc1ccccc1N1CCOCC1	-16%	12%	1%	-3%	-8%	x	-1%	16%	1%	-5%	1
COc1ccccc1C(=O)N/C(=C\c1ccc2c(c1)OCO2)C(=O)NCCc1nc2ccccc2[nH]1	u	11%	-17%	0%	-3%	-2%	-9%	3%	0%	6%	-6
CC(=O)c1ccc(S(=O)(=O)N2CCN(C(=O)CCC3CCCC3)CC2)cc1	-2%	x	-1%	3%	4%	x	17%	x	x	x	10
Cc1cc2ncn(S(=O)(=O)N3CCOCC3)c2cc1C	6%	17%	-4%	-4%	3%	9%	13%	-10%	-16%	-8%	20
CCCOc1ccc(Cl)cc1CN1CCOCC1	x	1%	0%	x	x	-3%	-2%	6%	-2%	1%	2
COc1ccc(C(C(=O)NC2CCCC2)N(C(=O)CNC(=O)c2ccco2)c2cccnc2)cc1 (stereo not given)	7%	-26%	2%	-4%	0%	-13%	3%	0%	-6%	-10%	-12
CCCN1C(=O)C(NC(C)=O)c2cc(OC)ccc21 (stereo not given)	11%	-4%	0%	-4%	-2%	x	1%	0%	-1%	5%	-1
Cc1ccccc1C(=O)N1CCC(C(=O)NCCc2ccc(S(N)(=O)=O)cc2)CC1	-2%	16%	-1%	-10%	5%	0%	-4%	0%	-4%	-2%	15
Cc1c(N=Cc2ccc(-c3ccc(Cl)cc3)o2)c(=O)n(-c2ccccc2)n1C	0%	-1%	9.5µM*	-4%	4%	4%	-2%	-4%	5%	0%	4
Fc1ccc(Oc2ccc3nnc(C(F)(F)F)n3n2)cc1	-5%	-16%	-2%	-6%	-5%	-1%	25%	4%	4%	-1%	-10
CCOC(=O)N1CCN(S(=O)(=O)c2ccc(C(=O)N(CCCN(C)C)c3nc4c(F)cc(F)cc4s3)cc2)CC1	7%	x	-1%	0%	-3%	x	-8%	x	x	x	-4
O=C(Nc1ccc(C(F)(F)F)cc1[N+](=O)[O-])O[C@H]1[C@H](Cc2ccccc2)NS(=O)(=O)[C@H]2C[C@@H]3C=C[C@]12O3	u	x	-1%	0%	0%	x	-11%	x	x	x	6
COC(=O)C(O)(CC(=O)Nc1ccc(OC)cc1)C(F)(F)F (stereo not given)	-2%	u	3%	-3%	-2%	6%	-3%	4%	-3%	-7%	9
Cc1cc(C(=O)NC2CCCCC2)c(C)o1	u	x	-12%	7%	0%	x	-1%	x	x	x	-4

Next part, starting with the last two of the part before.
SMILES	ELG1 DNA repair	RORgamma inh	FLuc counter	NPC1 prom act	Rab9 prom act	Menin MLL FP TR	Mito fusion act	Gal4-VP16 FLuc	PKM2 activator	MBNL1-CUG inh	KCNH2 3.1 block
COC(=O)C(O)(CC(=O)Nc1ccc(OC)cc1)C(F)(F)F (stereo not given)	-2%	u	3%	-3%	-2%	6%	-3%	4%	-3%	-7%	9
Cc1cc(C(=O)NC2CCCCC2)c(C)o1	u	x	-12%	7%	0%	x	-1%	x	x	x	-4
CCOC(=O)Cc1nnc(NC(=O)Nc2ccccc2)s1	4%	20%	-6%	13%	-4%	4%	4%	20%	-2%	-5%	5
COC(=O)C(C(C)C)N1CCc2c(C)nc3c(C#N)cnn3c21 (stereo not given)	-6%	14%	0%	-2%	-3%	-10%	-2%	-5%	2%	-1%	6
CC1(C)CC[C@]2(C(=O)O)CC[C@]3(C)C(=CCC4[C@@]5(C)CC[C@H](O)C(C)(C)C5CC[C@]43C)C2C1 (stereo not given in full)	3%	6.3µM*	-2%	2%	-2%	5%	-7%	2%	0%	-3%	26
CCOC(=O)C1C2C=CC3(CN(C4CCCC4)C(=O)C13)O2 (stereo not given)	20%	-24%	0%	-3%	-2%	-4%	-2%	9%	4%	-2%	-18
CSc1nnc2c3cc(F)ccc3n(C)c2n1	17%	-2%	-9%	-3%	2%	3%	-3%	3%	5%	84%[activator]	16
Cc1cc(C)c(C2=NOC3C4CCC(C4)C23)c(C)c1 (stereo not given)	-29%	-1%	1%	-2%	-4%	u	0%	-8%	-1%	-15%	-17
Cc1ccc(-c2ccc3nnc(SCC(N)=O)n3n2)cc1	u	-23%	-14%	3%	-4%	-21%	-3%	3%	-3%	u	11
